Source: PubChem BioAssay
Mito fusion act – inhibitors of mitochondrial division or activators of mitochondrial fusion; S. cerevisiae fusion-defective mutant growth rescue, CellTiterGlo 48 h; AID 485298; 320,000 compounds, 0.23% hits; Potency, µM (top dose mostly 46.1 µM), without a hit: top-dose growth rescue (activation), actives largely listed as activators;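 further: potency means the concentration at half of the fitted maximal effect; % of control where 0% means no effect; nearly all actives have a fitted effect of over 45% in size; temperature-sensitive fusion mutants such as fzo1-1 at 37 °C on non-fermentable ethanol glycerol medium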
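Compounds are tested for their ability to restore growth of mitochondrial fusion-defective yeast strains at non-permissive 37C in YPEG medium over 48 hours. Viability is quantified by luciferase luminescence.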
TSHR antag – antagonists of human thyroid stimulating hormone receptor; P16473; TSHR-expressing cells, TSH-stimulated cAMP HTRF, 2 h; hits give low values; activity change, negative = inhibition, % at 11.5 µM; 330,000 compounds, 0.2% hits;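 active means activity change below a set negative limit, meaning inhibition stronger than a set level, cut at about -70% in these data; inconclusive means activity change between two set negative limits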; further: on the % scale 0 is the no-effect control and ±100 the full control effect
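Read-out is FRET at 665 nm (cryptate excitation 337 nm) from a cryptate-tagged anti-cAMP antibody, competed by cell cAMP against cAMP-d2. Compounds are tested on freshly harvested TSHR cells challenged with 4nM TSH (EC80) for 2 hours at 37 deg C.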
TSG101-PTAP inh – blocks PTAP/TSG101 interaction to inhibit HIV-1 budding | Q99816 | AID 493005 | Potency, µM (highest dose often 115 µM), for the others: at the top dose activity change, negative = inhibition, usual class: inhibitors | Fluorescence polarization, FITC-PTAP peptide / Tsg101 binding | 340,000 tested, under 10 active; active means well fitted inhibition curve with a large enough effect in the main read-out, with a control signal flat, not every such curve was filed as active; inconclusive means small, poorly fitted or top-dose-only effect, or effect the other way, or a change in a side signal; inactive means no such curve, though single readings can be large or run the other way; further: potency means the concentration at half of the fitted maximal effect; % of control where 0% means no effect
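FP read-out: FITC-PTAP peptide, 50 nM final, binding Tsg101 binding domain, 10 uM final; 20 min, r.t.; 10 mM HEPES pH 7.5, 0.15 M NaCl, 0.01% Tween 20, 3 mM EDTA, 0.1 mM TCEP.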
S-ASM inh – human S-ASM enzyme inhibition. placental ASM, HMU-PC fluorogenic substrate, 60 min. Potency, µM (highest dose often 57.5 µM), for the others: at the highest dose activity change, negative = inhibition, usual class: inhibitors. AID 504937. P17405. 340,000 compounds, 0.006% hits; further: potency means the concentration at half of the fitted maximal effect
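Fluorogenic HMU-PC substrate (9 uM final) is turned over by placental ASM in 60 min at 37 C after a 10 min compound preincubation. Reaction ended by alkaline stop (pH 10), with fluorescence read at 386/447 nm.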
Chronic BCR inh – blocks chronic active B-cell receptor signaling; ABC-DLBCL IkBa-CBG/CBR reporter, luminescence ratio, 4 h; Potency, µM (series often up to 46.1 µM), for inactives: at the highest dose ratio change, negative = lower green/red ratio, hits mostly inhibitors; 340,000 compounds, 0.05% hits; active means well fitted inhibition curve with a large enough effect in the signal ratio, with a control signal flat, not every such curve was filed as active; inconclusive means small, poorly fitted or top-dose-only effect, or effect the other way, or a change in a side signal; the % refers to the signal ratio;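 further: potency means the concentration at half of the fitted maximal effect; plate controls were basal doxycycline-induced cells for no effect and cells given 10 µM MG132 for full effect; MG132 reads +100%, hits lower the ratio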
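Cell line TMD8 (human ABC DLBCL), stably expressing tet-inducible CBG68-IkBa fusion and CBR; IMDM/0.5% FBS; cpd up to 46 uM; dox induction, 4 h, 37C/5% CO2; dual luminescence; green/red ratio; MG132 control.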
Eya2 phos inh – Eya2 (human) phosphatase inhibition; O00167; recombinant Eya2, OMFP fluorescence dephosphorylation (OMFP is methylfluorescein phosphate); Potency, µM (doses to about 76.9 µM), for the others: top-dose activity, negative = inhibition, actives largely listed as inhibitors; 330,000 compounds, 0.006% hits; further: potency means the concentration at half of the fitted maximal effect; on the % scale 0 is the no-effect control and ±100 the full control effect
Target sequence (O00167 whole entry, looked up): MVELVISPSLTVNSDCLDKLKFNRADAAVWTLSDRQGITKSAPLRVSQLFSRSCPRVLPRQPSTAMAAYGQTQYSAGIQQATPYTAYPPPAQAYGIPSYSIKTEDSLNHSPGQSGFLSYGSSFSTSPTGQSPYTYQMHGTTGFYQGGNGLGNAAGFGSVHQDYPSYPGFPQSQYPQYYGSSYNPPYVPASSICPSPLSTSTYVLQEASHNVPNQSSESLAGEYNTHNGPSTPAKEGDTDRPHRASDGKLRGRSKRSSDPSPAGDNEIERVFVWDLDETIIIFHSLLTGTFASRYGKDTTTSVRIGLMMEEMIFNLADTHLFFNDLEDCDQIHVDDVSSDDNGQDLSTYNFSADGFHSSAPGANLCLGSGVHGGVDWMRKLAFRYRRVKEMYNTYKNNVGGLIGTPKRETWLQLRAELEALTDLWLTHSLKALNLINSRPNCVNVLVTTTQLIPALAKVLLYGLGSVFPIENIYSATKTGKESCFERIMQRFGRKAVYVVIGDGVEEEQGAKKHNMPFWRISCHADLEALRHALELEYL
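Eya2 (0.2 uM) preincubated 10 min at ambient with compound, then OMFP substrate added at 50 uM; 10 min reaction in 50 mM HEPES pH 7.5, 50 mM NaCl, 5 uM MgCl2, 0.05% BSA, 1 mM DTT. Fluorescence read at Ex 485/Em 525 nm.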
ELG1 DNA repair – inhibitors of ELG1-dependent DNA repair in HEK293T cells; HEK293T ELG1-luciferase reporter, luminescence, 16 h; DNA damage induced by 5-fluorouridine; Potency, µM (titrated, usually from 46.1 µM), for inactives: at the highest dose activity change, negative = inhibition, most hits filed as inhibitors; 330,000 compounds, 2.3% hits; AID 504467; further: potency means the concentration at half of the fitted maximal effect; on the % scale 0 is the no-effect control and ±100 the full control effect; nearly all actives have a fitted effect of over 55% in size
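Quantitative HTS, concentration-response format. 2,000 cells/well co-treated with 5-fluorouridine and compound, 16 hr in 5% CO2 at 37 °C; ONE-Glo luminescence read after 30 min.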
Integrin act MD – activators of alpha7 integrin expression for muscular dystrophy | alpha7betagal myoblasts, beta-gal FDG fluorescence, 48 h | Potency, µM (titrated, usually from 38.3 µM), for inactives: top-dose activation, most hits filed as activators | 350,000 compounds, 0.064% hits | AID 624291;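 further: potency means the concentration at half of the fitted maximal effect; 100% = response of the positive control SU9516; nearly all actives have a fitted effect of over 60% in size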
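alpha7betagal+/- myoblasts (passage 13, 250/well) treated 48 h at 37C with compounds at 1:260 dilution of DMSO stock. Lysed, then beta-galactosidase activity read as FDG fluorescence (ex 480/em 540) after 30 min, with pre-read for autofluorescence.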
TCR activator – T cell receptor activation; Potency, µM (highest dose often 9.22 µM), without a hit: at the highest dose activation of IL-2 secretion, hits mostly activators; 330,000 tested, under 10 active; primary human leukocytes, anti-CD3, IL-2 HTRF, 48 h; further: % of control where 0% means no effect
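IL-2 release read by HTRF sandwich (Eu cryptate donor, d2 acceptor, 665 nm emission) after 48 hr exposure of primary human leukocytes to compound together with anti-CD3 beads in the absence of co-stimulatory signals.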
Tb PFK inh – inhibitors of T. brucei phosphofructokinase; 330,000 compounds, 0.17% hits; Potency, µM (series often up to 57.5 µM), inactives show at the highest dose activity, negative = inhibition, usual class: inhibitors; T. brucei PFK, ADP-Glo luminescence;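 further: potency means the concentration at half of the fitted maximal effect; 0% = uninhibited 1x PFK enzyme wells and -100% = no-enzyme wells; nearly all actives have a fitted effect of over 60% in size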
Target sequence (O15648 whole entry, looked up): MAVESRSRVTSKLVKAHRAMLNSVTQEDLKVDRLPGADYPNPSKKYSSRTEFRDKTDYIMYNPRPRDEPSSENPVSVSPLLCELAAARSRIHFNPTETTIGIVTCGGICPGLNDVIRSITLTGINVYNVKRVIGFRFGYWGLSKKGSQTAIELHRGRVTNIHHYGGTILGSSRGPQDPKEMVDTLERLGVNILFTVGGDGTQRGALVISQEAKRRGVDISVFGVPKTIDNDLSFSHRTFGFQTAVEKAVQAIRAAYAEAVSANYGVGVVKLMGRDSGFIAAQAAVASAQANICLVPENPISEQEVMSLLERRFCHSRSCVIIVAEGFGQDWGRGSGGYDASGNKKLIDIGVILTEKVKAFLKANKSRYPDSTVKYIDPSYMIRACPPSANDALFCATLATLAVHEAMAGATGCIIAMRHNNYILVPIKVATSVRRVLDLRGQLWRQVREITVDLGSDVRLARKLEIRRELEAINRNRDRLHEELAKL
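Activity is normalized to no-enzyme wells (full inhibition) and 1.25 nM enzyme wells (no inhibition). Reaction: 0.5 mM F6P, 0.1 mM ATP, 45 min RT, ADP-Glo luminescence; concentration-response curves fitted and classed by quality.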
AT treatment – potential ataxia-telangiectasia treatments restoring KAP-1 phosphorylation | […] A-T fibroblasts, KAP-1 phosphorylation AlphaLISA; neocarzinostatin DNA damage 30 min before lysis | 320,000 compounds, 0.19% hits | Potency, µM (series often up to 57.5 µM), inactives show at the top dose activation, usual class: activators; further: potency means the concentration at half of the fitted maximal effect; % of control where 0% means no effect; nearly all actives have a fitted effect of over 45% in size
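ATM-like activity read as KAP-1 phosphorylation via AlphaLISA donor/acceptor antibody pairs after lysis and 6 hr at 25C. Cells were ATM-null patient fibroblasts ([…], hTERT), dosed 60 min, then exposed to the DSB inducer NCS for 30 min.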
* marks the source's active call; other numbers are inactive results; ? = inconclusive; nt = not tested or not shown; [ ] = remark or other dose. Unless noted, the call rests on the fitted dose curve; in most records, active means well fitted curve in the direction sought with a large enough effect; inconclusive means small, poorly fitted or top-dose-only effect, or another doubt; inactive means no such curve, though single readings can be large; an effect the other way counts as inactive or inconclusive.

SMILES	Mito fusion act	TSHR antag	TSG101-PTAP inh	S-ASM inh	Chronic BCR inh	Eya2 phos inh	ELG1 DNA repair	Integrin act MD	TCR activator	Tb PFK inh	AT treatment
CCCCOCCCNS(=O)(=O)c1ccccc1	2.7%	4.3	-6.4%	4.0%	1.9%	-2.7%	-1.6%	42.4%	-6.5%	-1.5%	7.3%
Cc1ccc(S(=O)(=O)N(C)c2ccc(OCc3cccc(C)c3)cc2)cc1	0.5%	-19.3	nt	-4.8%	15.6%	4.0%	-5.3%	-18.7%	5.5%	6.3%	-1.5%
O=C(CCNC(=O)c1ccccc1)Nc1nc2ccccc2s1	-3.7%	19.8	-0.2%	-1.1%	10.9%	-0.9%	?	-17.3%	-116.2%	-1.6%	-6.8%
O=C(OCC(=O)N1CCN(C(=O)c2ccco2)CC1)c1ccccc1OCc1ccccc1	4.1%	27.1	1.2%	-2.4%	1.3%	-4.2%	-18.4%	-4.8%	-0.6%	-5.3%	-0.5%
COc1ccc(CCNS(=O)(=O)c2ccc(S(=O)(=O)N3CCCC3)cc2)cc1OC	-0.7%	14.2	-9.8%	5.9%	-1.5%	3.9%	-12.4%	-7.1%	-0.1%	4.7%	2.7%
Cc1ccc(C(=O)C(c2ccccc2)N2Cc3ccccc3C2=N)cc1 (stereo not drawn)	?	19.8	-0.1%	-19.2%	13.8%	0.7%	?	-33.6%	1.3%[46.1 µM]	1.2%	7.0%
COc1ccc(-c2nnnn2C(C)C)cc1S(=O)(=O)Nc1ccccc1	5.4%	3.1	-1.7%	0.6%	-11.8%	-2.0%	-11.2%	0.0%	-0.1%	0.2%	-7.7%
CSc1nc(C(=O)N2CCc3c([nH]c4ccccc34)C2c2ccccn2)cs1 (stereo not drawn)	24.6%	32.3	-5.2%	-3.6%	?	0.9%	?	13.6%	-0.1%	-18.1%	-1.3%[11.5 µM]
COC(=O)c1ccccc1-c1ccc(C=O)o1	-2.5%	-9.6	-1.7%	0.8%	-0.1%	2.8%	-8.0%	7.8%	2.8%	-0.2%	0.2%
O=S1(=O)N=C(Nc2ccc(N3CCOCC3)c(Cl)c2)c2ccccc21	-1.0%	-1.8	1.6%	-5.0%	?	8.0%	6.4%	31.2%	-0.2%	-2.2%	-4.2%
C=CCn1c(Cc2cccs2)nnc1SCC(=O)Nc1cccc(OC)c1	-4.1%	6.1	-8.6%	3.4%	-0.5%	0.6%	0.7%	15.9%	9.1%	-0.1%	4.4%
CCOc1ccc(N2CC(C(=O)Nc3ncccc3C)CC2=O)cc1 (stereo not drawn)	-0.4%	7.6	-2.5%	2.0%	8.0%	-6.7%	7.1%	3.0%	-4.5%	1.2%	6.5%
CCCOc1ccc(N2C(=O)CC(N(CCc3ccc(OC)cc3)C(=O)/C=C/C(=O)O)C2=O)cc1 (stereo not drawn)	-4.7%	-5.8	-0.3%	3.9%	5.9%	12.4%	2.7%	-1.5%	-1.1%	3.2%	-6.8%
COc1ccc(-c2nnc(SC3CCOC3=O)n2C2CCCCC2)cc1OC (stereo not drawn)	-2.1%	-6.3	-1.0%	-3.0%	-13.9%	16.5%[15.4 µM]	12.5%	-17.7%[7.66 µM]	nt	6.7%	-0.6%
COc1ccc(C(=O)NNC(=O)C(=O)Nc2ccc(C)cc2)cc1	-1.3%	12.7	-1.5%	4.2%	?	9.3%	1.5%	-7.1%	0.2%	1.0%	-3.5%
O=C(OC(C(=O)Nc1ccc([N+](=O)[O-])cc1Br)c1ccccc1)c1ccccc1 (stereo not drawn)	11.4%	-5.8	-2.2%	-5.0%	5.9%	-11.4%	-29.0%	-4.1%	2.7%	-1.2%	-1.4%
COc1cc(/C=C2\C(=O)NN(c3ccc(C)cc3)C2=O)cc([N+](=O)[O-])c1O	-4.2%	-3.7	-8.3%	-1.4%	7.4%	-10.2%	10.5%	7.4%	-2.1%	8.3%	-2.3%
COC(=O)c1ccc(CC(=O)c2nc3ccccc3s2)cc1	-2.8%	-5.8	0.4%	0.5%	5.9%	2.6%	?	-10.5%	-1.4%	9.2%	2.5%
COc1ccc(N2C(=O)CC(N3CCCCC3)C2=O)cc1 (stereo not drawn)	-20.6%	0.8	-2.1%	1.2%	2.3%	-0.2%	-17.6%	2.5%	4.7%	?	5.6%
Cc1ccc(CN2CCN(/N=C/C=C/c3ccccc3[N+](=O)[O-])CC2)cc1	?	-14.7	-2.2%	-13.4%	?	-9.9%	-11.4%	-54.1%[inhibitor]	-4.3%	7.3%	-20.9%
COc1ccc(-c2cc3cc(F)ccc3cn2)cc1	nt	-1.1	nt	-3.2%	?	6.1%	?	24.6%	10.3%	5.0%	1.4%
Cc1nc(-c2ccc3c(c2)OCO3)cs1	-4.5%	12.9	-2.9%	1.9%	-4.7%	-13.0%	?	11.1%	nt	-3.0%	0.4%
Cc1ccc(N(CC(=O)NC2CCCC2)C(=O)Cn2nnc(-c3ccccc3F)n2)cc1	10.2%	-10.7	0.1%	9.2%	2.6%	4.8%	-12.6%	0.0%	-3.3%	1.0%	15.0%
CC(C)(CNC(=O)c1cc2c(s1)CCCC2)N1CCOCC1	4.3%	17.1	0.4%	5.9%	1.4%	-5.0%	7.7%	7.7%	3.5%	-3.5%	-6.7%
CCC(C(=O)Nc1cc(F)ccc1F)n1nc(C)c2c(C)n(-c3ccc(C)cc3)nc2c1=O (stereo not drawn)	9.2%	-1.1	-1.6%	-8.1%	-5.0%	3.0%	?	-18.0%	-5.8%	-10.7%	-3.7%
Next records follow.
SMILES	Mito fusion act	TSHR antag	TSG101-PTAP inh	S-ASM inh	Chronic BCR inh	Eya2 phos inh	ELG1 DNA repair	Integrin act MD	TCR activator	Tb PFK inh	AT treatment
COc1ccc(NC(=O)C(C)N2c3cccc4cccc(c34)S2(=O)=O)c(OC)c1 (stereo not drawn)	-11.9%	-2.7	-6.6%	-3.5%	?	-9.0%	-15.1%	1.9%	-0.5%	0.1%	6.4%
COc1ccc(C(CNC(=O)Nc2cccc(C)c2)N2CCN(C)CC2)cc1 (stereo not drawn)	1.3%	13.5	-6.1%	6.9%	0.4%	7.2%	?	-24.0%	-1.4%	-15.3%	15.5%
COc1cccc(-n2c(Cc3cc(=O)[nH]c(=O)[nH]3)nnc2SC(C)C)c1	2.0%	3.0	-3.7%	2.0%	-0.3%	-12.9%	6.1%	0.0%	-3.5%	-0.8%	3.3%
CC1CCN(CCCNS(=O)(=O)c2ccc3c(c2)CCN3C(=O)C2CC2)CC1	-0.9%	5.1	-6.1%	-0.1%	0.9%	2.6%	2.0%	-11.6%	3.4%	-1.0%	21.2%
O=C(CNc1ccccc1)N/N=C/c1c[nH]c2ccccc12	2.6%	-10.1	-2.5%	-3.2%	-1.9%	-1.4%	-7.6%	-2.5%	-5.9%[46.1 µM]	-8.6%	26.6%
O=C(Nc1cccc(Cl)c1N1CCCC1)c1cccc(-c2cc3ccccc3oc2=O)c1	2.1%	7.1	nt	-1.5%	-1.3%	-4.0%	13.5%	17.5%	nt	1.1%	-0.1%
O=S(=O)(NCC(c1cccnc1)N1CCN(Cc2ccccc2)CC1)c1ccccc1 (stereo not drawn)	5.5%	0.2	-5.6%	-0.7%	-0.7%	-0.9%	0.2%	19.7%	-5.1%[46.1 µM]	9.1%	-2.7%
Cc1ccc2cc(CCNC(=O)c3ccc(S(=O)(=O)N4CCCCC4)cc3)c(=O)[nH]c2c1	-0.8%	-4.1	-2.4%	-8.4%	2.5%	4.5%	?	-10.3%	3.2%	-0.1%	-4.5%
NC(=S)c1ncc(C(F)(F)F)cc1Cl	-3.6%	28.7	0.0%	1.1%	1.5%	-25.4%	-6.2%	7.3%	3.9%	0.9%	-9.8%
CC(=O)Nc1ccc(OCC(=O)N2CCc3ccccc3C2)cc1	-10.7%	4.1	-2.2%	-8.6%	2.1%	-18.3%	?	29.0%	-62.7%	0.1%	6.9%
CCC(NS(=O)(=O)c1ccc(C)cc1)C(=O)N1CCOCCOCCOCC1 (stereo not drawn)	-16.3%	26.5	-5.8%	-0.1%	-3.3%	2.4%	-28.0%	-12.9%	-6.0%	5.7%	13.4%
